From PubChem
DUSP3 inh – VHR1 phosphatase inhibitors, primary screen, biochemical, colorimetric, HTS; Dual specificity protein phosphatase 3 (Homo sapiens), P51452; recombinant VHR phosphatase, colorimetric substrate read-out; inhibition, % at 20 µM; 50,000 compounds, 0.7% hits; AID 1992, 2009; in the data active = inhibition above about 60%; also: some results filed as inactive read as strong as hits
Target sequence (P51452 whole entry, looked up): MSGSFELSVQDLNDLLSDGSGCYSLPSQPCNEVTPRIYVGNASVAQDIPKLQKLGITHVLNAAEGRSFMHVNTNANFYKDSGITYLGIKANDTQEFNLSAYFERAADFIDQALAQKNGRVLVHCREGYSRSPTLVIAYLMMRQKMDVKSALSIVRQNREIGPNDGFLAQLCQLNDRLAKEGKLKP
Active calls of the source: *. Only part of the results is shown, so the mix of outcomes need not match the whole.

Start of the data: the first 6 entries (preview)
SMILES	DUSP3 inh
O=C(N/N=C/c1ccc(OC(=O)c2cccs2)cc1)c1ccncc1	-41
NC(=O)COc1ccc(/C=N/NS(=O)(=O)c2ccccc2)cc1	-22
Cc1ccc(NC(=O)c2cc(-c3cccs3)nc3ccccc23)cc1	-10
Cc1ccc(S(=O)(=O)Nc2cc(C)c(O)c(Sc3ncn[nH]3)c2)cc1	2
CCOC(=O)C(=CNc1ccccc1C(=O)O)C(=O)OCC	-18
O=C(O)C1CC=C(Cl)CC1C(=O)Nc1cncs1 (stereo unspecified)	-2

This part in full (from the top)
SMILES	DUSP3 inh
O=C(N/N=C/c1ccc(OC(=O)c2cccs2)cc1)c1ccncc1	-41
NC(=O)COc1ccc(/C=N/NS(=O)(=O)c2ccccc2)cc1	-22
Cc1ccc(NC(=O)c2cc(-c3cccs3)nc3ccccc23)cc1	-10
Cc1ccc(S(=O)(=O)Nc2cc(C)c(O)c(Sc3ncn[nH]3)c2)cc1	2
CCOC(=O)C(=CNc1ccccc1C(=O)O)C(=O)OCC	-18
O=C(O)C1CC=C(Cl)CC1C(=O)Nc1cncs1 (stereo unspecified)	-2
CCCCOc1ccc2c(=O)c(Oc3ccccc3Br)coc2c1	-4
O=C(Nc1ccc(Nc2ccccc2)cc1)c1ccc(Cl)cc1Cl	-12
CCOc1ccc(N(CC(=O)Nc2cccc(C(C)=O)c2)S(=O)(=O)c2ccc(Br)cc2)cc1	-15
O=C(N/N=C/c1cccnc1)c1ccco1	-5
CCOC(=O)c1c(C)[nH]c(N=Nc2cccc(OC)c2)c1C	-26
CC(=O)Nc1ccc(C(=O)N2CCC(Cc3ccccc3)CC2)cc1	16
COc1cc(C=C2C(=O)NC(=O)NC2=O)cc([N+](=O)[O-])c1O	-10
CCOc1ccc(-n2c(O)c(/C=C3\C=Nc4ccccc43)sc2=O)cc1	-8
Cc1cc2c(nc3s/c(=C/c4ccccc4)c(=O)n32)c(Br)c1C	99*
CCOc1ccc(/C=C2/C(=O)NC(=O)N(c3ccc(OC)cc3)C2=O)c(OCC)c1	-16
CCOC(=O)C1(C)C=C(Nc2ccc(O)c(C(=O)O)c2)C(=O)N1c1ccccc1 (stereo unspecified)	8
O=C(COC(=O)c1ccco1)c1ccc(Cl)cc1	2
O=C(N/N=C/c1cccs1)C(=O)NC1CCCCC1	-21
CCOc1ccccc1NC(=O)CN(c1ccc(OC)cc1)S(=O)(=O)c1ccc(C)cc1	11
COc1ccc(CC2S/C(=N\N=C\CCc3ccc(C)o3)NC2=O)cc1 (stereo unspecified)	2
COC(=O)c1ccc(NC(=S)NC(=O)c2ccc(F)cc2)cc1	-18
O=C(Nc1ncc(Cc2ccc(Cl)c(Cl)c2)s1)c1cccc([N+](=O)[O-])c1	-28
CC(Oc1ccc(Cl)cc1Cl)C(=O)Nc1ncccn1 (stereo unspecified)	-19
COc1ccc(CSc2n[nH]c(-c3ccc(OC)cc3)n2)cc1	10
O=C(COc1ccc(/C=N/NS(=O)(=O)c2ccccc2)cc1)Nc1ccccc1	-20
Cc1ccccc1C(=O)Oc1ccccc1C(=O)N1CCOCC1	-14
CCN(CC)CCCOC(=O)c1ccc(O)c(OC)c1	-11
CCOc1ccc(NC(=O)CC2S/C(=N\N=C(/C)c3ccco3)NC2=O)cc1 (stereo unspecified)	-4
CCN1C(=O)NC(c2ccc(Br)cc2)C(C(=O)OCCOC)=C1C (stereo unspecified)	-7
Cc1ccc(N2C(=O)/C(=C/N3CCOCC3)c3ccccc3C2=O)cc1	14
COc1cccc(OCCCCOc2ccccc2OC)c1	-32
O=C(N/N=C/c1ccc(OC2CSC2)cc1)c1ccccc1	-33
CC12CCC3C(CC=C4CC(O)CCC43C)C1C/C(=C\c1ccc([N+](=O)[O-])cc1)C2=O (stereo unspecified)	8
CCOC(=O)c1c(C)sc(C=O)c1NC(=O)c1ccc(Cl)cc1	-12
COc1cc(NC(=O)c2ccc(OC)c(OC)c2)ccc1NC(=O)c1ccco1	-7
O=C(CCCOc1ccc(Cl)cc1Cl)Nc1ccc([N+](=O)[O-])cc1	-1
O=C(/C=C/c1ccccc1OCc1ccccc1)c1cccc(Br)c1	-1
COc1ccccc1N1C(=O)NC(=O)/C(=C/c2c(OC)ccc3ccccc23)C1=O	-4
CCOc1ccc2sc(NC(=O)CCCC(=O)OCC(F)(F)C(F)F)nc2c1	-7
O=C(Nc1ccccc1C(=O)O)c1ccc(NC(=O)c2cccs2)cc1	-8
CSc1nc2ccc(NC(=O)c3ccc([N+](=O)[O-])o3)cc2s1	10
O=Cc1ccc(OC(=O)c2ccccc2I)cc1	-7
CC1(C)C/C(=N\O)c2cc3c(nc2C1)CCCC3	-3
O=C1C(Nc2ccc(F)cc2)=CC(c2ccc([N+](=O)[O-])cc2)N1c1ccc(F)cc1 (stereo unspecified)	18
COc1ccc(NC2CC(=O)N(CCc3ccccc3)C2=O)cc1 (stereo unspecified)	-19
CCN(CC)CCC(=O)c1ccc2c(c1)OCO2	-8
COC(=O)C1CC(=O)N(c2ccccc2)C1 (stereo unspecified)	-19
COc1ccc(N2C(=O)C3C(C2=O)C2C=CC3C23CC3)cc1 (stereo unspecified)	-13
Cc1ccccc1/C=C(/C#N)c1nc(-c2cc3ccccc3oc2=O)cs1	-3
Cc1cccc(N=C2NC(=O)/C(=C\c3ccc(Cl)cc3)S2)c1C	-10
Cc1cc(OCC(=O)NCc2ccccn2)ccc1Br	-2
Cc1cc(C)cc(N2C(=O)NC(=O)/C(=C\c3cn(C)c4ccccc34)C2=O)c1	17
COc1cc(/C=C(\C#N)C(=O)Nc2ccc(F)cc2)ccc1O	-4
COc1ccc(CNS(=O)(=O)c2ccc([N+](=O)[O-])cc2)cc1	-39
CC1CCCCN1S(=O)(=O)c1ccc(F)cc1 (stereo unspecified)	-15
Fc1ccc(-c2cc(-c3ccccc3)nc(-n3cccn3)n2)cc1	-14
Cc1cccc(C2OC3(C(=O)c4ccccc4C3=O)C3C(=O)N(c4ccc(C)c(Cl)c4)C(=O)C23)c1 (stereo unspecified)	-4
CCC(=O)c1ccc(N2CCCCC2)c(F)c1	13
COC(=O)c1c(F)c(F)c(N2CCOCC2)c(F)c1F	-7
Additional entries follow.
SMILES	DUSP3 inh
CCN(CC)CCOc1c(C)cc(Cl)cc1C	-108
O=C1CCCC(O)=C1C=NCCCn1ccnc1	15
C=CCN1C(=O)/C(=C\c2ccc(OS(=O)(=O)c3ccccc3[N+](=O)[O-])cc2)SC1=S	-10
CCC(=O)O[C@]1(c2ccccc2)CCN(C)[C@H]2CCC[C@H]21	-11
O=C(O)CN(CCc1ccccc1)S(=O)(=O)c1ccc(Br)cc1	1
COc1cccc(CN2CCN(C3CC4CCC3C4)CC2)c1OC (stereo unspecified)	12
CC1(C)COC(=O)/C1=N/Nc1ccc([N+](=O)[O-])cc1	5
O=C(Nc1nnc(-c2ccc3c(c2)OCO3)s1)c1sc2ccccc2c1Cl	-34
CC(=O)Nc1ccc(S(=O)(=O)Nc2cccc(Cl)c2)cc1	-9
COc1cc(C=O)cc2c1OC1(C=C2)N(C)c2ccccc2C1(C)C (stereo unspecified)	-21
O=C(NNC(=O)c1ccc([N+](=O)[O-])cc1)Nc1ccccc1	-5
Cc1cc(/C=C2\C(=O)NC(=O)N(C)C2=O)c(C)n1-c1ccc2c(c1)OCO2	-4
O=C1CSC(=O)N1CNc1cc(Cl)ccc1Cl	-4
Clc1cccc(CN2CCN(Cc3ccccn3)CC2)c1	21
CCSc1nc2ccccc2n1Cc1ccc(OC)c([N+](=O)[O-])c1	-14
O=C1NC(=O)N(c2cccc(Br)c2)C(=O)/C1=C/c1ccc(F)cc1	11
CC(C)c1ccc(NC(=O)Nc2cccc3ccccc23)cc1	-11
Cc1ccccc1NC(=O)C1CC(=O)N(c2ccc(Br)cc2)C1 (stereo unspecified)	4
O=C1N=C(N2CCN(C3=NC(=O)/C(=C\c4ccc(O)cc4)S3)CC2)S/C1=C\c1ccc(O)cc1	11
Cc1nc2c(C)c(-c3ccccc3)[nH]n2c(=O)c1C	-4
COC(=O)c1ccccc1NC(=O)c1ccncc1	-14
O=C(c1ccccc1)c1ccc(N2CCN(C(=O)c3ccccc3F)CC2)c(F)c1	6
O=C(Nc1cc(Cl)cc(Cl)c1)c1ccc2ccccc2c1	-8
O=C(c1ccc(Cl)c(Cl)c1)N1CCN(C/C=C/c2ccccc2)CC1	14
CCOc1ccccc1NC1=C(Cl)C(=O)N(c2ccc(C)cc2)C1=O	-2
O=[N+]([O-])c1ccc(/C=C(Cl)/C=N\n2cnnc2)cc1	3
CCOC(=O)C1=C(O)/C(=C/c2cc(C)n(-c3ccc(C)c(C)c3)c2C)N=C1C	74
CC(C)(C)C(=O)c1no[n+]([O-])c1C(=O)C(C)(C)C	3
CCOC(=O)C1=C(O)/C(=C\c2cccc3ccccc23)N=C1C	-3
CC(C)(C)c1cc(-c2ccccc2)n[nH]1	10
Cc1nn(-c2ccccc2)c2c1C(c1ccc([N+](=O)[O-])cc1)C(C#N)=C(N)O2 (stereo unspecified)	-4
C#Cc1cccc(NC(=O)c2ccc(Oc3ccc(NC(=O)c4cccc(C#C)c4)cc3)cc2)c1	2
Cc1ccc(C(=O)NCCCN2CCOCC2)c2ccccc12	-17
Cc1onc(-c2ccccc2)c1C(=O)NCC(C)C	-29
COc1cc(/C=C2\SC(=S)NC2=O)ccc1OS(=O)(=O)c1ccc(C)cc1	67
COC(=O)c1ccccc1NC(=O)CN(c1ccc(OC)cc1OC)S(=O)(=O)c1ccc(C)cc1	-8
O=C(CC1Sc2ccc(C(F)(F)F)cc2NC1=O)Nc1ccc([N+](=O)[O-])cc1 (stereo unspecified)	20
O=C(CSc1cc(Cl)ccc1Cl)Nc1cccc(Br)c1	-5
CC1(C)CC(=O)C2=C(C1)OC1=C(C(=O)CC(C)(C)C1)C21C(=O)Nc2ccccc21	-21
Clc1ccc(/C=C/C=Nc2cccc(-c3nc4ccccc4o3)c2)cc1	-26
Cc1ccc(OCC(=O)Nc2ccccc2C(N)=O)c(Br)c1	-10
O=C(Nc1ccccc1)c1ccc(-n2cnnn2)cc1	0
CC(C)Oc1ccc2c3c(c(=O)oc2c1)CCC3	4
COc1cccc(OCCn2cc(/C=C3/SC(=S)NC3=O)c3ccccc32)c1	1
CCOc1c(Cl)cc(/C=C2\C(=O)NC(=O)N(c3ccc(C)cc3)C2=O)cc1OC	-11
CSc1nc(-c2ccccc2F)c(C#N)c(=O)n1C	-11
CCOc1ccc(S(=O)(=O)N(CC(=O)Nc2ccccc2OCC)c2ccc(C)cc2)cc1	-19
COC(=O)C(NC(=O)c1ccc(C)cc1)C12CC3CC(CC(C3)C1)C2 (stereo unspecified)	5
Cc1cc(C)c(NC(=O)C2C3CCC4C(CCC32)C4(Cl)Cl)c(C)c1 (stereo unspecified)	103*
CC(C)C(NC(=O)/C(=C\c1ccc2c(c1)OCO2)NC(=O)c1ccccc1)C(=O)O (stereo unspecified)	-11
O=C(NC(=S)NCc1ccccc1)c1cccc(Cl)c1	-14
COc1cc(NC(=O)c2ccc(Cl)c([N+](=O)[O-])c2)c(OC)cc1Cl	-13
COc1cc(OC)c([N+](=O)[O-])cc1C=O	-21
CCN(CC)c1ccc(/C=C2\C(=O)NC(=O)N(c3ccccc3OC)C2=O)cc1	-9
O=C1C(=O)c2ccccc2/C1=C\c1cccc2ccccc12	70
COC(=O)C1=C(C)NC2=C(C(=O)CC(c3cccs3)C2)C1c1ccc(F)c(F)c1 (stereo unspecified)	-18
COc1cccc(C2NC(=S)NC(C)=C2C(=O)Nc2cccc(C)c2)c1OC (stereo unspecified)	47
Cc1oc2ccc(OCc3cccc(Cl)c3)cc2c1C(=O)O	-17
CCOc1ccc(NC(=O)C2CC2(c2cccc(OC)c2)c2cccc(OC)c2)cc1 (stereo unspecified)	-9
Fc1cnc(NN=Cc2ccco2)nc1N1CCOCC1	5

Three structures from above, arranged by formula weight, low to high:
SMILES	DUSP3 inh
Fc1cnc(NN=Cc2ccco2)nc1N1CCOCC1	5
Cc1oc2ccc(OCc3cccc(Cl)c3)cc2c1C(=O)O	-17
CC(C)C(NC(=O)/C(=C\c1ccc2c(c1)OCO2)NC(=O)c1ccccc1)C(=O)O (stereo unspecified)	-11

At a glance, part of the list above.
SMILES	DUSP3 inh
O=C1C(=O)c2ccccc2/C1=C\c1cccc2ccccc12	70
COC(=O)C1=C(C)NC2=C(C(=O)CC(c3cccs3)C2)C1c1ccc(F)c(F)c1 (stereo unspecified)	-18
COc1cccc(C2NC(=S)NC(C)=C2C(=O)Nc2cccc(C)c2)c1OC (stereo unspecified)	47
Cc1oc2ccc(OCc3cccc(Cl)c3)cc2c1C(=O)O	-17
CCOc1ccc(NC(=O)C2CC2(c2cccc(OC)c2)c2cccc(OC)c2)cc1 (stereo unspecified)	-9
Fc1cnc(NN=Cc2ccco2)nc1N1CCOCC1	5

Remaining list, next part.
SMILES	DUSP3 inh
COc1ccc(CN2CCN(C3CCN(Cc4ccccc4)CC3)CC2)cc1OCc1ccccc1	-8
O=c1c(Cl)c(Cl)cnn1Cc1ccc(Br)cc1	2
COc1ccc(NC(=O)C2CC(O)CN2C(=O)OCc2ccccc2)cc1 (stereo unspecified)	-7
CS(=O)(=O)N(CC(=O)NCc1cccnc1)c1ccc(Cl)cc1	-3
O=C(Nc1ccc(-c2nc3cc(Cl)cc(Cl)c3o2)cc1)c1cccc([N+](=O)[O-])c1	6
CCOc1cc(/C=N/n2cnnc2)ccc1OS(=O)(=O)c1ccccc1	10
Cc1ccc(Cl)cc1NC(=O)C(=O)NCc1cccnc1	-21
C=CCOc1c(Cl)cc(CNn2cnnc2)cc1OC	11
